TRPV1 ag = human TRPV1 agonism | 320,000 compounds, 0.19% hits | AID 540275 | activation, % at 8.33 µM | TRPV1-expressing cells, Fluo-8 calcium influx, agonist mode; in the data active = activation above about 80%; inconclusive = between about 30% and that limit; also: 0% is about no effect
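TRPV1-expressing cells were cultured overnight at 35.5C and loaded with Fluo-8 calcium dye for 40 to 90 min at room temperature. After a 10 s baseline, compound was added and calcium influx was read kinetically for 3 min (ex 480/em 520 nm).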
Mito fusion act = blocks mitochondrial division or promotes mitochondrial fusion | 320,000 compounds, 0.23% hits | S. cerevisiae fusion-defective mutant growth rescue, CellTiterGlo 48 h | Potency, µM (doses to about 46.1 µM), for the others: at the top dose growth rescue (activation), usual class: activators;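 also: potency is read from the fitted curve at half-maximal effect; % of control where 0% means no effect; nearly all actives have a fitted effect of over 45% in size; temperature-sensitive fusion mutants such as fzo1-1 at 37 °C on non-fermentable ethanol glycerol medium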
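Yeast fusion mutant, YPEG (non-fermentable carbon), compound, 48 h at 37C non-permissive; CellTiterGlo added, 10 min RT, luminescence read. Rescued growth = division inhibition.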
KCNH2 3.1 inh = KCNH2 3.1 (human) potassium channel inhibition; U2OS KCNH2 3.1, thallium flux FluxOr; stronger effect = lower value; 340,000 compounds, 0.95% hits; activity change, % (tested at about 1.8 µM); AID 720553;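 active = maximum activity change below -70%; inconclusive = maximum activity change from -70% to -50%; inactive = maximum activity change above -50%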;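 also: thallium influx rate constant from kinetic fluorescence after stimulation buffer; % is scaled to controls: 0 for no effect and ±100 for the full control effect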
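Kinetic fluorescence (2 min after stimulation buffer) measures Tl+ influx through KCNH2 3.1 expressed by viral transduction in U2OS cells; the rate constant is normalized against DMSO controls serving as positive and negative references.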
USP2a block = USP2a (human) protease inhibition | O75604 | USP2 core, Ub-CHOP2 coupled fluorogenic reporter, 485/531 | Potency, µM (highest dose often 38.3 µM), for inactives: at the top dose activity change, negative = inhibition, hits mostly inhibitors | 330,000 compounds, 0.01% hits;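 also: potency is read from the fitted curve at half-maximal effect; plate controls were DMSO wells for no effect and full inhibition by NEM control for full effect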
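Deubiquitinase activity read as fluorescence (485/531 nm) after Ub-CHOP2 cleavage activates the enterokinase reporter on its substrate; USP2 core 10nM, Ub-CHOP2 and substrate 25nM each, 30min compound preincubation then 60min RT; data normalized to NEM, curves fitted.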
TCR activator = T cell receptor activation. Potency, µM (top dose mostly 9.22 µM), inactives show at the highest dose activation of IL-2 secretion, hits mostly activators. primary human leukocytes, anti-CD3, IL-2 HTRF, 48 h. 330,000 tested, under 10 active; also: % of control where 0% means no effect
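Human primary leukocytes + a-CD3 beads + cpd, 48 hr; IL-2 in supernatant by HTRF (ex 320nm / em 665nm). No co-stimulatory signal supplied.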
TSHR antag = antagonists of human thyroid stimulating hormone receptor; P16473; TSHR-expressing cells, TSH-stimulated cAMP HTRF, 2 h; stronger effect = lower value; activity change, negative = inhibition, % at 11.5 µM; 330,000 compounds, 0.2% hits; AID 504810;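 active = activity change below a set negative limit, meaning inhibition stronger than a set level, cut at about -70% in these data; inconclusive = activity change between two set negative limits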; also: % is scaled to controls: 0 for no effect and ±100 for the full control effect
Target sequence (P16473 whole entry, looked up): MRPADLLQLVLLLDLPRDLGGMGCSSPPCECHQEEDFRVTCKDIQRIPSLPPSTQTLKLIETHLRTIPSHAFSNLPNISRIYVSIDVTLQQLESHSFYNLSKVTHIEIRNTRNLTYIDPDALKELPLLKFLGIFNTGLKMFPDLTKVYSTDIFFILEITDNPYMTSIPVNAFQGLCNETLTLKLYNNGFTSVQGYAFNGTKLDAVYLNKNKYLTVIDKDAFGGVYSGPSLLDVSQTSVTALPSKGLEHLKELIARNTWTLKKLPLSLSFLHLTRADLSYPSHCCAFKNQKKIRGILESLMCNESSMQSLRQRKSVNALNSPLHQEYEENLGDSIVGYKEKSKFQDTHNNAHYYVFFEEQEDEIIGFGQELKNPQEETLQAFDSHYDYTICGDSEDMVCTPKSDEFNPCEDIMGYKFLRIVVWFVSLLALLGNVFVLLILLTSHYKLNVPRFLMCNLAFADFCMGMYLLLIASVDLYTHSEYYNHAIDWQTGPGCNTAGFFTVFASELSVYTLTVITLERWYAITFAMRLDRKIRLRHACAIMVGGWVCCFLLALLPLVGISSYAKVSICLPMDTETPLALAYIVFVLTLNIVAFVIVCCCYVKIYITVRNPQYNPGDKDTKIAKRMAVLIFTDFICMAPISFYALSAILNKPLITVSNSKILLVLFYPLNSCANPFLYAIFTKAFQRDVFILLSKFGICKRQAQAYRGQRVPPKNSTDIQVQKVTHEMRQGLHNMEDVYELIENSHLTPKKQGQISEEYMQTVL
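Antagonism was scored as loss of TSH-driven cAMP in TSHR cells, stimulated with 4nM TSH (EC80) for 2 hours at 37 deg C and detected by homogeneous HTRF competition immunoassay.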
ELG1 DNA repair = blocks ELG1-dependent DNA repair in HEK293T cells; HEK293T ELG1-luciferase reporter, luminescence, 16 h; DNA damage induced by 5-fluorouridine; Potency, µM (top dose mostly 46.1 µM), inactives show at the highest dose activity change, negative = inhibition, actives largely listed as inhibitors; 330,000 compounds, 2.3% hits; also: potency is read from the fitted curve at half-maximal effect; % is scaled to controls: 0 for no effect and ±100 for the full control effect; nearly all actives have a fitted effect of over 55% in size
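Cells (2,000 per well) received 5-fluorouridine plus test compound or DMSO and were incubated 16 hr at 37 °C, 5% CO2. Luciferase activity was read by luminescence 30 min after ONE-Glo addition; signal suppression marked inhibition of damage-induced ELG1 function.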
KCNH2 WT inh = inhibitors of human wildtype KCNH2 potassium channel; U2OS, BacMam KCNH2, thallium flux FluxOr; stronger effect = lower value; activity change, % at 1.84 µM; 340,000 compounds, 0.37% hits; Q12809; AID 720551;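 active = maximum activity change below -70%; inconclusive = maximum activity change between -70% and -50%; inactive = maximum activity change above -50%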; also: % is scaled to controls: 0 for no effect and ±100 for the full control effect
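U2OS cells were transduced with wild-type KCNH2 virus (2.03 x 10^8 / mL) for 4 h at room temperature, then cultured overnight at 37 C. Thallium flux was read with FluxOr dye. Rate constants were normalized to DMSO controls.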
AT treatment = potential ataxia-telangiectasia treatments restoring KAP-1 phosphorylation; Potency, µM (doses to about 57.5 µM), for inactives: at the highest dose activation, most hits filed as activators; 320,000 compounds, 0.19% hits; […] A-T fibroblasts, KAP-1 phosphorylation AlphaLISA; neocarzinostatin DNA damage 30 min before lysis; AID 485349; also: potency is read from the fitted curve at half-maximal effect; % of control where 0% means no effect; nearly all actives have a fitted effect of over 45% in size
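hTERT-immortalized A-T patient fibroblasts ([…]), 500 cells/well in OPTI-MEM, 1% FBS, got compounds for 60 min, then NCS for 30 min at 37C. Lysates were then assayed for phospho-KAP-1 by AlphaLISA (anti-pKAP1 donor, anti-KAP1 acceptor beads), 6 hr at 25C.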
Eya2 inh = inhibitors of human Eya2 phosphatase activity; O00167; recombinant Eya2, OMFP fluorescence dephosphorylation (OMFP is methylfluorescein phosphate); Potency, µM (series often up to 76.9 µM), without a hit: top-dose activity, negative = inhibition, actives largely listed as inhibitors; 330,000 compounds, 0.006% hits; AID 488837; also: potency is read from the fitted curve at half-maximal effect; % is scaled to controls: 0 for no effect and ±100 for the full control effect
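Eya2 protein (added as 0.2 uM solution) was preincubated with compound for 10 min at ambient temperature in 50 mM HEPES pH 7.5, 50 mM NaCl, 5 uM MgCl2, 0.05% BSA, 1 mM DTT. OMFP (added at 50 uM) then reacted 10 min; fluorescence read at 485/525 nm.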
Numbers without * were called inactive; u = inconclusive; x = not tested or not shown; [ ] = another dose, or the depositor's remark. Unless noted, calls follow the shape of the dose curve; as a rule, active = well fitted curve in the direction sought with a large enough effect; inconclusive = small, poorly fitted or top-dose-only effect, or another doubt; inactive = no such curve, though single readings can be large; an effect the other way counts as inactive or inconclusive.

No.	Compound	TRPV1 ag	Mito fusion act	KCNH2 3.1 inh	USP2a block	TCR activator	TSHR antag	ELG1 DNA repair	KCNH2 WT inh	AT treatment	Eya2 inh
1	COc1ccccc1C(=O)OCC(=O)Nc1cccc(S(=O)(=O)NC2=NCCCCC2)c1	x	x	-10	1%	2%[46.1 µM]	-4	-2%	-1	5%	3%
2	CCOc1ccc(NC(=O)Nc2ccccc2SC)cc1	u	2%	10	1%	-5%	-8	u	-2	-3%	-4%
3	N#CCSc1nn(-c2ccc(F)cc2)c(=S)s1	11	8%	11	0%	3%	-3	-11%	3	-10%	2%
4	O=C(NCCc1ccc(F)cc1)c1ccc(S(=O)(=O)N2CCCC2)cc1	u	-1%	-22	4%	0%	18	-8%	0	8%	5%
5	COc1ccc(C2CC(C(F)(F)F)n3nc(CO)c(Cl)c3N2)cc1OC (configuration not stated)	-3	1%	-5	-1%	-5%	-4	-13%	-3	-10%	-5%
6	Cc1nn(Cc2ccc(C(=O)n3cccn3)o2)c(C)c1Br	-4	-4%	-1	-1%	11%[46.1 µM]	3	2%	-4	-4%	0%
7	COc1ccccc1NC(=O)CCN1C(=O)C2CC=CCC2C1=O (configuration not stated)	1	0%	-5	1%	-2%	2	0%	-9	6%	-9%
8	C=CCN(C(=O)c1csnn1)C(C(=O)NCc1ccccc1)c1cccs1 (configuration not stated)	2	1%	16	3%	1%	1	-17%	1	1%	-9%
9	CCOc1ccccc1CNC(=O)C1CCN(c2nnc(C)c3c(C)n(-c4ccc(C)cc4)nc23)CC1	u	1%	-14	-1%	5%	0	u	-41	-7%	-1%
10	Cc1cc(N2C(=O)C(=O)/C(=C(/O)c3ccc(F)cc3)C2c2ccc(F)cc2)no1 (configuration not stated)	-2	0%	-17	2%	0%	6	u	3	1%	6%
11	O=C(NC1CCCCC1)c1ccc(S(=O)(=O)N2CCCCC2)cc1	u	9%	2	3%	3%[46.1 µM]	-8	-23%	-4	x	2%
12	Cc1ccc(SCC(=O)N(C)C2CCS(=O)(=O)C2)c(C)c1 (configuration not stated)	x	x	-14	-1%	-6%	-5	6%	4	-3%	-13%
13	Cc1ccc(/C=N/NC(=O)CCSc2ccccc2)cc1	u	-2%	-2	-1%	-5%	2	u	-2	-1%	-8%
14	O=C(Nc1ccc(-c2nc3ccccc3[nH]2)cc1)C1CCCO1 (configuration not stated)	4	-21%	5	1%	-5%	7	u	-2	5%	14%
15	CCS(=O)(=O)Nc1cccc(C2=NN(S(=O)(=O)c3ccccc3)C(c3ccco3)C2)c1 (configuration not stated)	1	-2%	-30	3%	3%	-1	12%	-13	6%	0%
16	CC(=O)Nc1cc2nn(-c3ccccc3)nc2cc1C	-2	0%	11	0%	5%	-8	u	1	19%	10%
17	CCN(CC)C(=O)CSc1nnc(SC(C)C(=O)NC2CC2)s1 (configuration not stated)	x	x	1	3%	-5%	3	0%	4	4%	7%
18	O=C(CSc1n[nH]c(=O)n1C1CC1)Nc1ccc(Cl)cc1Cl	x	x	-13	1%	2%	3	u	2	-2%	-18%
19	O=C(NCCCn1ccnc1)c1ccccc1Br	0	-2%	0	2%	0%	10	1%	6	4%	3%
20	CCCn1nnc2c(=O)oc3ccccc3c21	-1	1%	x	1%	-4%[46.1 µM]	-14	11%	u	-4%	-8%
21	Cc1ccc(OCCSc2nc(N)cc(N)n2)cc1	-3	u	0	1%	-2%	3	u	-1	-1%	-4%
22	Cc1cccc(NC(=O)C(=O)NCCCc2ccccc2)c1	25	4%	x	1%	8%[46.1 µM]	-11	u	x	18%	3%
23	C=CCN1CC(c2nc3ccccc3n2CCOc2ccccc2)CC1=O (configuration not stated)	6	1%	6	0%	0%	36	-17%	-3	19%	11%
24	Cc1ccc(S(=O)(=O)N2CCCC2C(=O)N2CCCCCC2)cc1 (configuration not stated)	4	6%	-3	-1%	-5%	16	3%	-9	0%	2%
25	O=C(CN1CCN(c2nc(-c3ccccc3)cs2)CC1)Nc1ccc2c(c1)OCO2	-3	-1%	-3	2%	-6%	7	u	1	-3%	-3%
26	Cc1cccc(C(=O)OC2CCCN(C)C2)c1C (configuration not stated)	-5	3%	12	1%	2%	-31	19%	-6	u	-4%
27	O=C(/C=C/c1cccc(Br)c1)NCc1ccncc1	u	-4%	6	-1%	-5%	-4	0%	7	0%	-3%
28	CC1(C)Cc2c(sc3nn[nH]c(=O)c23)CO1	-2	1%	-9	-5%	4%	2	7%	4	-2%	-9%
29	COCCOC(=O)c1c(NC(=O)CN2c3ccccc3CC2C)sc(C(N)=O)c1C (configuration not stated)	5	3%	-13	-6%	-4%	-2	9.2µM*	9	-1%	2%
30	CSc1ccc(S(=O)(=O)NCc2ccc(Cl)cc2Cl)cc1	24	20%	-19	-2%	x	12	-12%	1	x	11%

Filtered by structure, those above with two or more sulfur atoms.
No.	Compound	TRPV1 ag	Mito fusion act	KCNH2 3.1 inh	USP2a block	TCR activator	TSHR antag	ELG1 DNA repair	KCNH2 WT inh	AT treatment	Eya2 inh
3	N#CCSc1nn(-c2ccc(F)cc2)c(=S)s1	11	8%	11	0%	3%	-3	-11%	3	-10%	2%
8	C=CCN(C(=O)c1csnn1)C(C(=O)NCc1ccccc1)c1cccs1 (configuration not stated)	2	1%	16	3%	1%	1	-17%	1	1%	-9%
12	Cc1ccc(SCC(=O)N(C)C2CCS(=O)(=O)C2)c(C)c1 (configuration not stated)	x	x	-14	-1%	-6%	-5	6%	4	-3%	-13%
15	CCS(=O)(=O)Nc1cccc(C2=NN(S(=O)(=O)c3ccccc3)C(c3ccco3)C2)c1 (configuration not stated)	1	-2%	-30	3%	3%	-1	12%	-13	6%	0%
17	CCN(CC)C(=O)CSc1nnc(SC(C)C(=O)NC2CC2)s1 (configuration not stated)	x	x	1	3%	-5%	3	0%	4	4%	7%
30	CSc1ccc(S(=O)(=O)NCc2ccc(Cl)cc2Cl)cc1	24	20%	-19	-2%	x	12	-12%	1	x	11%

Entries from the list above with a furan ring, fused or not, in the order listed:
No.	Compound	TRPV1 ag	Mito fusion act	KCNH2 3.1 inh	USP2a block	TCR activator	TSHR antag	ELG1 DNA repair	KCNH2 WT inh	AT treatment	Eya2 inh
6	Cc1nn(Cc2ccc(C(=O)n3cccn3)o2)c(C)c1Br	-4	-4%	-1	-1%	11%[46.1 µM]	3	2%	-4	-4%	0%
15	CCS(=O)(=O)Nc1cccc(C2=NN(S(=O)(=O)c3ccccc3)C(c3ccco3)C2)c1 (configuration not stated)	1	-2%	-30	3%	3%	-1	12%	-13	6%	0%

The list goes on:
No.	Compound	TRPV1 ag	Mito fusion act	KCNH2 3.1 inh	USP2a block	TCR activator	TSHR antag	ELG1 DNA repair	KCNH2 WT inh	AT treatment	Eya2 inh
31	O=S(=O)(c1cnccc1N1CCN(/N=C/c2ccc(Cl)cc2)CC1)N1CCCCC1	2	1%	-13	0%	2%	5	7%	-5	3%	0%
32	COc1ccc(S(=O)(=O)Nc2ccc(Cl)cn2)c(C)c1C	14	10%	8	0%	-1%	-45	u	-4	-5%	13%
33	CCC(=O)N1CCc2nc(-c3ccccc3)sc2C1	u	-4%	7	3%	4%	-6	u	21	13%	-9%
34	Cc1ccc(-n2nc(C)cc2NC(=O)CC#N)cc1	-1	-5%	-5	-6%	-2%	-4	11%	-17	-6%	-6%
35	Cc1cc(C(=O)O)ccc1N/C=C1\CCCC(C)C1=O (configuration not stated)	2	5%	-1	3%	-3%	-19	u	-15	4%	-5%
36	COc1cc2cnc(-c3ccccc3)c(-c3ccc(C(F)(F)F)cc3)c2cc1OC	23	u	-2	-3%	-2%	-16	u	-6	6%	-12%
37	CCCN1C(=O)/C(=C/c2ccc(C)o2)SC1=Nc1ccc(OCC)cc1	4	0%	-19	-3%	2%	-7	-1%	9	5%	-13%
38	COc1ccccc1-n1cnnc1SCC(=O)NCc1cccs1	5	-1%	8	9%	-2%	-2	5%	3	6%	-1%
39	Cc1ccc(S(=O)(=O)NCC(=O)Nc2ccc3c(c2)OCCO3)cc1	0	-8%	20	-1%	7%	50	u	8	10%	8%
40	CCCn1nnc(NC(=O)/C=C/c2ccc(C(C)C)cc2)n1	x	3%	-34	4%	4%	-22	12%	-4	-1%	7%
41	Cc1ccc(S(=O)(=O)N2CCCCC2)cc1NC(=O)CNc1ccccc1N1CCCC1=O	1	1%	-7	2%	x	3	5%	10	-3%	-7%
42	Cc1ccc(-c2nn(-c3cccc(F)c3)cc2CN2CCN(c3ccccn3)CC2)o1	0	5%	-35	8%	1%	-16	-7%	-2	-1%	6%

Screens from PubChem BioAssay.

Not all compounds are listed. The share of hits here may be higher or lower than overall.
